# Source: PubChem BioAssay (National Center for Advancing Translational Sciences (NCATS))
# Sm TGR inh = S. mansoni TGR enzyme inhibition; purified TGR, DTNB reduction, TNB absorbance 405 nm; 360,000 tested, 3% active; Potency, µM (highest dose often 114 µM), without a hit: at the highest dose activity change, negative = inhibition, most hits filed as inhibitors; also: potency is read from the fitted curve at half-maximal effect; nearly all actives have a fitted effect of over 60% in size
#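 Kinetic colorimetric format: TGR-catalysed, NADPH-driven DTNB reduction monitored via TNB absorbance. Enzyme dispensed at 20 nM; compound exposure 15 min at room temperature before reaction start.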
# HCV inh = inhibitors of hepatitis C virus infection; Huh7.5.1 HCVcc-Cre infection, luciferase reporter, 44 h; Potency, µM (doses to about 41.8 µM), for the others: top-dose activity change, negative = inhibition, actives largely listed as inhibitors; 340,000 tested, 3.4% active; also: potency is read from the fitted curve at half-maximal effect
#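 1,000 cells/well; 4 h culture; + compound; + HCVcc-Cre (~0.5 moi); 44 h; luciferase substrate, RT 15 min; read 15 sec.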
# AmpC detergent = inhibitors of E. coli AmpC beta-lactamase with detergent; P00811; AmpC hydrolysis of nitrocefin, absorbance 480 nm, 0.01% Triton; Potency, µM (titrated, usually from 114 µM), inactives show top-dose activity change, negative = inhibition, actives largely listed as inhibitors; 370,000 tested, 0.041% active; AID 485294;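 also: potency is read from the fitted curve at half-maximal effect; 0% = no-compound wells and -100% = no-enzyme wells; nearly all actives have a fitted effect of over 25% in size; some results filed as inactive show a strong effect at the top dose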
# Target sequence (P00811 whole entry, looked up): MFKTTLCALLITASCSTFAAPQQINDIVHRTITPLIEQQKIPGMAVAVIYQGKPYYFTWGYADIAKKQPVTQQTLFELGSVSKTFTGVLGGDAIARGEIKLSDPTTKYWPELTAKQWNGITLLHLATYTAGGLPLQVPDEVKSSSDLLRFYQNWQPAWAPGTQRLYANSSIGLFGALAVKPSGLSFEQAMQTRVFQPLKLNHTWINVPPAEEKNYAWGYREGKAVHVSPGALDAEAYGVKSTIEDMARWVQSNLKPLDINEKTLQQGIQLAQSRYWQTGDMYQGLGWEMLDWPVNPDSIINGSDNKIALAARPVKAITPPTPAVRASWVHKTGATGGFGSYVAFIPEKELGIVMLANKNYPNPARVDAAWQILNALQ
#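 20 mM phosphate pH 7.0 + 0.01% (detergent screen) or 0.0001% Triton X-100; 5.3 nM AmpC reagent; cpd preinc 15 min RT; nitrocefin (800 uM stock) to start; A480 q20 s × 4 min; Activity was normalised to no-enzyme and no-compound control wells.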
# Giardia FBPA inh = blocks Giardia fructose-bisphosphate aldolase activity; purified Giardia FBPA; Potency, µM (top dose mostly 59.6 µM), for inactives: at the highest dose activity, negative = inhibition, most hits filed as inhibitors; 290,000 tested, 0.71% active; also: potency is read from the fitted curve at half-maximal effect; nearly all actives have a fitted effect of over 55% in size
#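 40 nM FBPA preincubated 10 min at RT with compound (up to 57.5 uM final), then substrate plus GAPDH/TPI/NAD/arsenate coupling and diaphorase/resazurin added. Fluorescence read after 20 min at RT, 525/598 nm.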
# HCMV inh = human cytomegalovirus inhibition | activity change, negative = inhibition, % at 57.5 µM | HFF cells, HCMV-luciferase reporter, 72 h; stronger effect = lower value | 410,000 tested, 4.5% active | AID 1259415; in the data active = activity change below about -60%; inconclusive = no clear call, values can overlap the other calls; inactive = above about -39%
#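 Human foreskin fibroblasts infected with luciferase-reporter HCMV at MOI 1 PFU/cell, compounds at two doses. Luciferase measured 72 h post infection; normalized to buffer-only basal and Salinomycin (10uM) controls.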
# AMA1-RON2 inh = inhibitors of Plasmodium falciparum AMA1-RON2 interaction | 360,000 tested, 0.2% active | Potency, µM (series often up to 58.2 µM), for the others: top-dose activity change, negative = inhibition, usual class: inhibitors | AlphaScreen AMA1-biotinylated RON2 peptide binding | AID 720542;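 also: potency is read from the fitted curve at half-maximal effect; 0% = vehicle wells and -100% = peptide control; nearly all actives have a fitted effect of over 45% in size; some results filed as inactive show a strong effect at the top dose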
#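 AMA1 (3D7) with his tag at 25 nM final met compounds first, then biotinylated RON2 peptide at 25 nM; detection used donor plus acceptor beads, 10 µg/mL apiece, read by AlphaScreen after 30 min at room temperature.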
# Active calls of the source: *; ? = inconclusive; · = not tested or not shown; & = joins results of further samples; [ ] = another dose, or the depositor's remark. Unless noted, calls follow the shape of the dose curve; as a rule, active = well fitted curve in the direction sought with a large enough effect; inconclusive = small, poorly fitted or top-dose-only effect, or another doubt; inactive = no such curve, though single readings can be large; an effect the other way counts as inactive or inconclusive. Unless noted, % is scaled to controls: 0 for no effect and ±100 for the full control effect.
SMILES,Sm TGR inh,HCV inh,AmpC detergent,Giardia FBPA inh,HCMV inh,AMA1-RON2 inh
N#C/C(=C/c1ccc(-c2cc(C(=O)O)cc(C(=O)O)c2)o1)c1nc2ccccc2s1,-15%,·,-6%,3%,·,·
CC1CCCN(CCCNC(=O)CN2C(=O)CSc3ccc(S(=O)(=O)N4CCOCC4)cc32)C1 (configuration not stated),-24%&4%,9%,-8%&-5%,5%,?,-6%
Oc1ccc2c3c1OC1c4[nH]c5ccccc5c4C[C@@]4(O)C(C2)N(CC2CC2)CC[C@]314 (some centres not stated),·,?,·,·,42,-6%
Oc1ccc(Nc2nnc(-c3ccc(O)cc3)c3ccccc23)cc1,-13%,-21%,-11%,2%,-31,-3%
C#CCOCCOCCOCCNc1nc(N2CCN(C(=O)[C@H](CCC(=O)O)n3cc(CN)nn3)CC2)nc(N2CCN(C(=O)[C@H](CCC(=O)O)n3cc([C@@H](N)[C@H](C)CC)nn3)CC2)n1,·,0%,·,·,-2,18%
COc1ccc(NC(=O)N2CCc3ccccc3C2)c(OC)c1,8%,9%,3%,2%,-29,-13%
NC(=O)C1CCCN(C(=O)c2cccc(NC(=O)c3cccs3)c2)C1 (configuration not stated),2%,2%,-3%,·,9,-15%
CCOc1cc(S(=O)(=O)N2CCN=C2Cc2ccccc2)ccc1F,-19%,?,0%,·,3,-2%
COC(=O)CCCC(=O)N1CCCC(C(=O)c2ccccc2SC)C1 (configuration not stated),-11%,-2%,?,-6%,-25,-6%
COC(=O)C(CCSC)NC(=O)c1cc2c(n(-c3ccc(Cl)cc3)c1=O)CCCC2=O (configuration not stated),7%,·,30%[activator],·,20,·

# The closing two compounds of the section above lead into the next.
SMILES,Sm TGR inh,HCV inh,AmpC detergent,Giardia FBPA inh,HCMV inh,AMA1-RON2 inh
COC(=O)CCCC(=O)N1CCCC(C(=O)c2ccccc2SC)C1 (configuration not stated),-11%,-2%,?,-6%,-25,-6%
COC(=O)C(CCSC)NC(=O)c1cc2c(n(-c3ccc(Cl)cc3)c1=O)CCCC2=O (configuration not stated),7%,·,30%[activator],·,20,·
O=C(Nc1ccc2c(c1)OCO2)c1cccc2c1C(=O)N(C1CCCCC1)C2,0%,?,-11%,-5%,14,7%
COCCN(Cc1cc2cc3c(cc2nc1Cl)OCO3)C(=O)Nc1ccc(OC)cc1,6%,?,0%,-2%,-6,-12%
CC(C)c1nc(CN(C)C(=O)N[C@H](C(=O)N[C@@H](Cc2ccccc2)C[C@H](O)[C@H](Cc2ccccc2)NC(=O)OCc2cncs2)C(C)C)cs1,-6%,·,1%,24%&1%,·,·
CCn1cnc2scc(-c3ccccc3)c2c1=O,1%,?,-5%,-4%,2,-10%
O=C1C2C3C=CC(C3)C2C(=O)N1c1ccccc1 (configuration not stated),-2%,11%,0%,5%,-7,14%
Cn1ncc(N2CCN(C(=O)c3ccc(Cl)cc3)CC2)c(Cl)c1=O,0%,8%,-3%,3%,-15,1%
COC(=O)Nc1sc2nc(C)cc(C)c2c1-n1cccc1,0%,?,?,-2%,27,?
COc1cccc(NC(C)(C)c2nnnn2-c2c(C)cccc2C)c1,13%,10%,6%,8%,2,-15%
C=CCOC(=O)C1=C(C)NC(SCC(=O)Nc2nccs2)=C(C#N)C1c1cccs1 (configuration not stated),-19%,?,-12%,8%,?,29%
COC(=O)c1ccc(Cn2nc([N+](=O)[O-])c(Br)c2C)cc1,12%,-16%,-11%,-2%,-15,-27%
COc1ccc(N2CCN(C(=O)c3cnn(-c4ccc(OC)cc4)c3C3CCN(C(=O)OC(C)(C)C)CC3)CC2)cc1,4%,·,22%,·,?,·
CC(C)Oc1ccc(CC2CCC(=O)N(C)C2=O)cc1 (configuration not stated),-6%,0%,-20%,0%,2,7%
CC1(C)C=C2C(=NN(c3ccccc3)C(N)=C2C#N)CO1,-31%,14%,?,1.6µM*,-16,64%[activator]

# Eleven compounds out of the list, arranged by molar mass, highest first:
SMILES,Sm TGR inh,HCV inh,AmpC detergent,Giardia FBPA inh,HCMV inh,AMA1-RON2 inh
C#CCOCCOCCOCCNc1nc(N2CCN(C(=O)[C@H](CCC(=O)O)n3cc(CN)nn3)CC2)nc(N2CCN(C(=O)[C@H](CCC(=O)O)n3cc([C@@H](N)[C@H](C)CC)nn3)CC2)n1,·,0%,·,·,-2,18%
CC(C)c1nc(CN(C)C(=O)N[C@H](C(=O)N[C@@H](Cc2ccccc2)C[C@H](O)[C@H](Cc2ccccc2)NC(=O)OCc2cncs2)C(C)C)cs1,-6%,·,1%,24%&1%,·,·
COC(=O)C(CCSC)NC(=O)c1cc2c(n(-c3ccc(Cl)cc3)c1=O)CCCC2=O (configuration not stated),7%,·,30%[activator],·,20,·
COCCN(Cc1cc2cc3c(cc2nc1Cl)OCO3)C(=O)Nc1ccc(OC)cc1,6%,?,0%,-2%,-6,-12%
O=C(Nc1ccc2c(c1)OCO2)c1cccc2c1C(=O)N(C1CCCCC1)C2,0%,?,-11%,-5%,14,7%
Cn1ncc(N2CCN(C(=O)c3ccc(Cl)cc3)CC2)c(Cl)c1=O,0%,8%,-3%,3%,-15,1%
COC(=O)c1ccc(Cn2nc([N+](=O)[O-])c(Br)c2C)cc1,12%,-16%,-11%,-2%,-15,-27%
COc1cccc(NC(C)(C)c2nnnn2-c2c(C)cccc2C)c1,13%,10%,6%,8%,2,-15%
COc1ccc(NC(=O)N2CCc3ccccc3C2)c(OC)c1,8%,9%,3%,2%,-29,-13%
CC1(C)C=C2C(=NN(c3ccccc3)C(N)=C2C#N)CO1,-31%,14%,?,1.6µM*,-16,64%[activator]
CC(C)Oc1ccc(CC2CCC(=O)N(C)C2=O)cc1 (configuration not stated),-6%,0%,-20%,0%,2,7%
